# Screens (PubChem BioAssay)
# C8 TRAIL sens = viability loss with TRAIL in NB7+C8 cells, primary screen, TRAIL sensitizer project, cell-based, ATPlite luminescence; 1% of 360,000 active; inhibition (viability loss, TRAIL sensitization), % at 10 µM;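 active = compounds causing at least 50% loss of cell viability in the single-dose screen, relative to plate controls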
# NCOA1 inh = SRC1 coactivator transcriptional activity inhibitors, primary screen, cell-based, luminescence. 0.12% of 360,000 active. inhibition, % at 3.6 µM. HEK293 GAL4-SRC1 luciferase reporter;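 active = inhibition above the campaign mean plus 3 SD, with each screening campaign given its own cutoff, cut at about 60% in these data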;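 also: 0% = DMSO treated cells and 100% = gossypol at 36 µM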
# NCOA3 inh = SRC3 coactivator transcriptional activity inhibitors, primary screen, cell-based, luminescence; Nuclear receptor coactivator 3 (Homo sapiens), Q9Y6Q9; HEK293 GAL4-SRC3 luciferase reporter; inhibition, % at 3.6 µM; 0.17% of 360,000 active;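 active = inhibition above a per-campaign cutoff, the mean of all compounds plus 3 SD, cut at about 60% in these data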;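 also: 0% = DMSO-treated cells and 100% = gossypol-treated cells at 36 µM; higher means less SRC3-driven luciferase light from the GAL4 reporter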
# LRH-1 inv ag = LRH-1 (NR5A2) inverse agonists, primary screen, cell-based, luminescence, HEK293T, StAR-luciferase reporter; Nuclear receptor subfamily 5 group A member 2 (Homo sapiens), O00482; LRH-1 transfected, 24 h; inhibition, % at 3.6 µM; 0.13% of 360,000 active;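 active = inhibition above the mean inhibition of all tested compounds plus 3 SD, cut at about 73% in these data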;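 also: 0% = DMSO wells and 100% = reporter-only cells lacking LRH-1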
# Target sequence (O00482 whole entry, looked up): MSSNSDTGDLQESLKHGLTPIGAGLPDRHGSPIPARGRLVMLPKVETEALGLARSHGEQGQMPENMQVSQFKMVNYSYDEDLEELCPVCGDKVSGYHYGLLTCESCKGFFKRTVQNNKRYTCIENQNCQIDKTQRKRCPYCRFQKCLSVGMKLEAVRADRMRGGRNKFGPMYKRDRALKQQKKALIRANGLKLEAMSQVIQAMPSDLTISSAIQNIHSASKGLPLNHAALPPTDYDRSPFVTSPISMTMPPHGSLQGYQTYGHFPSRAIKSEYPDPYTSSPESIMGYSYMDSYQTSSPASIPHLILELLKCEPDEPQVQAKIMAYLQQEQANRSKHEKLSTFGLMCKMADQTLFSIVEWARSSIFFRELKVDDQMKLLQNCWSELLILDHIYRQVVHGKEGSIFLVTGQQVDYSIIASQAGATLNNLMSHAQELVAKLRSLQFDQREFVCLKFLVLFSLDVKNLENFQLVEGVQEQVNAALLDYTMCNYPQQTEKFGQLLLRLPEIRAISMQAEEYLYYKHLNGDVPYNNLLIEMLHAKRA
# COUP-TFII inh = NR2F2 transcriptional activity inhibitors, primary screen, cell-based, luciferase reporter, HEK293T, luminescence; COUP transcription factor 2 (Homo sapiens), P24468; HEK293T NGFI-A luciferase reporter; inhibition, % at 8.6 µM; 0.7% of 370,000 active; AID 686940, 2013;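 active = inhibition above a per-plate cutoff, mean inhibition of test wells between control levels plus 3 SD, cut at about 38% in these data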;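 also: cells cotransfected with COUP-TFII expression vector driving the NGFI-A reporter; 0% = median of COUP-TF2 test wells and 100% = reporter-only cells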
# Target sequence (P24468 whole entry, looked up): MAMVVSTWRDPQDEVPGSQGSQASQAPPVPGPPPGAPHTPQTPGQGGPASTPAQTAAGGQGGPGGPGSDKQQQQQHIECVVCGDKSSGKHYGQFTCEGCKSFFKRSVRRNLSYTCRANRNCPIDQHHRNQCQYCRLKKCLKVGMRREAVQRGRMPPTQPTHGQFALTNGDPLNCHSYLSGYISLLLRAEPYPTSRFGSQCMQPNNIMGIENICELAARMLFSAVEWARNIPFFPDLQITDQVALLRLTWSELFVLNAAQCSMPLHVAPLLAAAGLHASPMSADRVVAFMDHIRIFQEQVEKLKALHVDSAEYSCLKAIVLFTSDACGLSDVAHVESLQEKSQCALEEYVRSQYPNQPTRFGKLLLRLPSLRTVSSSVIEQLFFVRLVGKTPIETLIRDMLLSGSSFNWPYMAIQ
# TLR9-MyD88 inh = inhibitors of TLR9-MyD88 association in cells, primary screen, cell-based, CHO, BLA complementation, fluorescence | CCF4 FRET ratio | 0.21% of 340,000 active | Toll-like receptor 9 (Homo sapiens) + Myeloid differentiation primary response protein … | inhibition, % at 4.98 µM;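 active = inhibition above the mean over all tested compounds plus 3 SD, cut at about 21% in these data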;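 also: 0% = DMSO only wells and 100% = clavulanate BLA inhibitor control wells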
# TROY signal inh = inhibitors of TROY-driven NF-kB signaling, primary screen, Q293 LMP1-TROYcd cells, NF-kB luciferase, uHTS | Q293 LMP1-TROYcd NF-kB luciferase reporter, 4 h | inhibition, % at 10 µM | 0.98% of 360,000 active | AID 1347056, 2019;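 active = compounds whose plate-normalised and pattern-corrected inhibition of the luciferase reporter signal at the single screening dose is 50% or more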
# TWEAK-Fn14 inh = inhibitors of TWEAK-Fn14 signaling, primary screen, luciferase reporter cells, uHTS; TWEAK-stimulated Fn14 reporter cells, luciferase luminescence, 8 h; inhibition, % at 10 µM; 2% of 360,000 active; AID 1159606, 2016; in the data active = inhibition above about 50%
# NOD2-RIPK2 inh = NOD2-RIPK2 binding disruptors in cells, primary screen, fluorescence, CHO cells, BLA complementation; CCF4 ratio; inhibition, % at 4.98 µM; Receptor-interacting serine/threonine-protein kinase 2 (Homo sapiens), O43353; 0.38% of 360,000 active; in the data active = inhibition above about 21%;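 also: 0% = vehicle only and 100% = reference blocker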
# SRC2 inh = inhibition of GAL4-SRC2 driven luciferase reporter, primary screen, SRC2 inhibitor project, cell-based, luminescence | HEK293 GAL4-SRC2 luciferase reporter | inhibition, % at 9 µM | 0.17% of 370,000 active | Nuclear receptor coactivator 2 (Homo sapiens), Q15596;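 active = inhibition above the mean inhibition of all tested compounds plus 3 SD, set per campaign, cut at about 52% in these data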;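 also: 0% = DMSO treated cells and 100% = cells given Gossypol at 36 µM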
# EBV LMP1 NFkB = EBV LMP1-driven NF-kappaB luciferase reporter inhibitors, primary screen, cell-based, luminescence, single point. 0.69% of 350,000 active. LMP1-induced NF-kappaB luciferase reporter cells. AID 504558, 2011. inhibition, % at 12.5 µM; in the data active = inhibition above about 41%;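 also: 0% = neutral control wells and 100% = reference inhibitor control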
# The depositor's hits bear a star; / = not tested or not shown. This is a subset, so the mix of outcomes need not match the whole.
SMILES,C8 TRAIL sens,NCOA1 inh,NCOA3 inh,LRH-1 inv ag,COUP-TFII inh,TLR9-MyD88 inh,TROY signal inh,TWEAK-Fn14 inh,NOD2-RIPK2 inh,SRC2 inh,EBV LMP1 NFkB
O=C(OCc1ccccc1)/C(=C(\O)c1ccccc1Br)c1ccc(-c2ccccc2)cn1,7,-7,1,2,-9,6,-22,4,-4,10,-6
CN(C(=O)COC(=O)c1cccnc1Cl)C1CCCCC1,-2,-49,-50,-39,-26,11,-52,-15,-3,-21,-3
CCCCNC(=O)Nc1ncn[nH]1,-8,-15,-3,-8,1,-4,-1,2,-4,-18,0
O=C1C2CCCN2C(c2ccc(Br)cc2)N1c1ccc(F)cc1 (centres undefined),1,9,4,-3,21,-10,-6,-15,-6,-19,6
Cc1ccc(-n2c(C)cc(C=C3C(=O)CC(C)(C)CC3=O)c2C)cc1,6,-18,5,2,12,-1,-37,11,-6,-38,0
OC(CSc1ccccc1Cl)CN1CCN(c2ccccc2F)CC1 (centres undefined),-2,8,16,-5,8,4,63*,32,-5,-17,0
O=C(Nc1ccc(N2CCOCC2)cc1)c1csc([C@@H]2O[C@H](CO)[C@H](O)[C@H](O)[C@H]2O)n1,4,1,12,0,-17,/,-3,25,-2,-6,/
O=C(OCCN1CCCC1=O)c1cc(F)c(F)c(F)c1F,5,12,24,15,9,-5,18,9,0,-12,-9
CC(C)C(=O)Nc1c2c(nc3ccccc13)N(C)CC2,8,-9,10,-4,-1,4,-3,-4,6,-10,-1
COC(=O)CNC(=O)C1Nc2ccc(OC(F)(F)F)cc2C2C=CCC12 (centres undefined),3,-11,7,15,-4,-7,2,-22,-21,7,2
Cc1cc(C)n(CCCNC(=O)c2ccc(C)c(S(=O)(=O)N3CCOCC3)c2)n1,-1,2,2,16,-7,-7,2,-4,-3,-28,-2
COc1ccccc1-c1csc2ncnc(Sc3nnnn3C)c12,-2,8,6,-31,4,2,-8,23,10,12,6
O=C(N/N=C\c1cc2c(cc1Cl)OCO2)c1cccs1,-5,-56,-94,-55,-65,14,-9,-25,-3,-71,-14
COC(=O)c1ccc(CNC(=O)CSC(C)C(=O)Nc2cc(C)on2)cc1 (centres undefined),-1,-8,6,-1,4,-5,-16,3,1,24,-5
COc1ccc(NS(=O)(=O)c2cc3c(cc2C)N(C(C)=O)CCO3)c(OC)c1,0,-12,-4,-15,-32,1,4,9,2,-18,-11
O=C(CC1OC(=O)c2ccccc21)Nc1ccccc1N1CCOCC1 (centres undefined),-5,-8,-1,-2,-8,2,-3,-10,10,8,0
OCCN1CCN(c2nc(-c3ccccc3O)nc3ccccc23)CC1,1,21,-11,28,-21,5,-18,-8,-1,-8,-1
CCSc1nnc(NC(=O)CSc2nc(C)cc(C)n2)s1,-11,-8,2,-4,11,0,19,9,-5,10,-7
CC(C)CN1CCC(CN(C)Cc2nc(-c3cnccn3)no2)CC1,3,-12,11,14,0,-7,2,4,1,4,-4
CN(C)C(=O)CSc1ccccc1C(=O)OCC(=O)NC1CC1,-18,-12,2,6,-9,4,3,-12,-4,-21,-4
CCOC1=CC(=O)N(Cc2ccccc2)C1,-4,-8,-3,-8,-20,8,10,-9,2,-22,2
Cc1cc(=O)oc2c3c(cc(OCC(=O)Nc4cccnc4)c12)OC(C)(C)CC3,31,-12,10,-26,10,-21,-21,-30,0,-22,-1
Cn1c(SCC(=O)N2CCOCC2)nc(O)cc1=O,-7,-11,18,-8,9,2,-9,-8,3,-5,4
O=C(Nc1ccc(Cl)c(S(=O)(=O)N2CCCC2)c1)c1nn(CCO)c(=O)c2ccccc12,3,-12,5,7,21,-5,25,28,-4,9,6
O=C1CC(c2ccccc2)=C(c2ccccc2)C1c1ccccc1 (centres undefined),12,-4,-31,1,3,2,-38,10,7,-31,14
# Other entries:
SMILES,C8 TRAIL sens,NCOA1 inh,NCOA3 inh,LRH-1 inv ag,COUP-TFII inh,TLR9-MyD88 inh,TROY signal inh,TWEAK-Fn14 inh,NOD2-RIPK2 inh,SRC2 inh,EBV LMP1 NFkB
COc1cccc(/C=C/C(=O)Nc2ccc3c(c2)OCCO3)c1,65*,-80,-60,-135,-17,-1,-26,11,-5,-55,59*
O=C(O)C1C2CCC(O2)C1C(=O)Nc1ccc(OC(F)F)cc1 (centres undefined),-5,-9,-11,0,6,-5,1,-3,-1,-21,-4
CS(=O)Cc1cc(Sc2ccccc2)nc(-c2ccncc2)n1 (centres undefined),-6,10,-13,-4,7,-9,-23,10,3,-30,-9
Cc1ccc(S(=O)(=O)N2CCCC2CNC(=O)C(=O)NC2CCCC2)cc1 (centres undefined),15,-9,12,4,21,-5,2,2,-9,-12,-3
CC1=C(C(N)=O)C(c2ccc(Cl)cc2Cl)n2ncnc2N1 (centres undefined),-7,-8,12,-1,6,3,5,-4,-9,-18,-1
O=C(c1ccc(F)cc1)N(C(=O)c1ccc(F)cc1)c1ncccn1,-10,-1,13,-4,19,-2,18,20,-7,-6,-3
CN1CCN(Cc2cn[nH]c2-c2ccc(F)cc2F)[C@@H](c2ccccc2)C1,-1,-8,4,3,0,0,3,6,7,-40,-8
CCCOc1ccc(N2C(=O)CC(N3CCN(S(=O)(=O)c4ccccc4)CC3)C2=O)cc1 (centres undefined),-2,-3,13,15,4,-3,-4,5,-3,-3,5
Cc1cccc(C(=O)NCC(c2ccco2)N(C)C)c1 (centres undefined),2,-6,-4,-1,-2,6,-6,8,-2,-2,11
Cn1cccc1C(=O)OCC(=O)N1c2ccccc2NC(=O)C1(C)C,-3,-18,11,1,-2,0,17,8,9,1,-6
Cc1cccc(NC(=O)COc2cccc3c2CCN(Cc2ccccc2)C3=O)c1C,10,3,3,-11,-10,4,1,-3,-6,-4,-12
CCc1nnc(NC(=O)CCC(=O)N2CCCC(O)C2)s1 (centres undefined),4,7,-18,4,18,-8,-5,4,-10,-17,0
O=C(C1CCN(S(=O)(=O)c2cccc3nsnc23)CC1)N1CCCc2ccccc21,-13,1,12,-8,-37,-1,-4,19,-4,14,7
Cc1ccc2c(nc3s/c(=C/c4cccs4)c(=O)n32)c1C,3,-44,-32,-6,-3,5,16,13,-1,-34,-71
CC(=O)Oc1c(Cl)c(N2CCOCC2)c(OC(C)=O)c2ccccc12,-8,-107,-71,-69,-41,1,30,2,-6,-84,-9
COc1ccc(CNC(=O)Cn2cc(C(F)(F)F)ccc2=O)cc1OC,10,-4,-5,0,7,-10,-3,32,-17,3,-13
O=C(COC(=O)Cc1ccccc1F)Nc1ccc2c(c1)OCCO2,1,0,6,-1,-4,-2,-60,-18,8,-16,2
CC(C)(C)C(=O)Nc1ccc(C(=O)Nc2cccnc2)cc1,31,-80,-63,-92,-45,-3,-43,-7,3,-37,-6
COc1cc(OC)c(OC)cc1CNC(=O)c1ccc(COc2ccccc2)cc1,2,-46,4,17,17,5,15,20,7,-14,8
CCOC(=O)CNC(=O)c1cnn2cccnc12,-22,-23,-23,-30,-13,-9,-14,7,-4,-4,-5
CNc1csc(C)c(C)c1=O,-14,-2,3,-3,5,-11,-23,8,-7,1,-3
Cc1sc2nc(CN3CCOCC3)nc(N3CCC(C(N)=O)CC3)c2c1C,-18,-4,16,24,-6,-5,-10,0,4,4,-4
O=C(O)[C@@H]1CCCN(S(=O)(=O)c2cccc3cccnc23)C1,-22,-3,0,-27,-7,5,-25,5,15,7,-3
CCOC(=O)c1c(NC(=O)CSc2nnc(C)o2)sc(C)c1C,-3,-14,23,-23,-2,-3,22,-17,8,1,1
COc1ccc(NC(=O)CN2CCCCCC2)cc1OC,-2,-4,14,8,7,-13,-4,-9,1,-30,-11
# Next compounds:
SMILES,C8 TRAIL sens,NCOA1 inh,NCOA3 inh,LRH-1 inv ag,COUP-TFII inh,TLR9-MyD88 inh,TROY signal inh,TWEAK-Fn14 inh,NOD2-RIPK2 inh,SRC2 inh,EBV LMP1 NFkB
O=c1sc(/C=N/Nc2ccccc2)c(Cl)n1Cc1ccccc1,4,-45,-40,-18,-16,-7,-25,-33,29*,-30,-30
N/C(CS(=O)(=O)c1ccccn1)=N\OC(=O)c1ccc(Cl)cc1,19,-51,-12,-34,-2,0,-46,-12,-9,-8,0
NC(Cc1ccc(C(F)(F)F)cc1)c1csc(Nc2cnccn2)n1 (centres undefined),7,0,-21,23,-3,/,-2,6,12,1,/
O=C(COc1cc(F)ccc1[N+](=O)[O-])Nc1cccc(S(=O)(=O)NC2=NCCC2)c1,6,-5,3,-11,-5,0,-22,4,6,-19,-7
COC(=O)C(C)(C)ONC(=O)Nc1ccccc1,0,-4,8,5,-4,-3,9,-7,-2,11,-1
O=C1c2ccccc2C(=O)N1CN(C(=O)c1ccccc1[N+](=O)[O-])c1ccc(F)cc1,1,6,18,7,4,-6,12,15,12,-19,14
COc1cc(N)c2ncccc2c1Cl,-2,5,-3,42,5,2,8,-8,2,-15,-1
CCCCOC(=O)C(C)Sc1n[nH]c(=O)[nH]c1=O (centres undefined),-1,7,-1,2,-14,-6,-14,4,-5,-11,6
Cc1ccc(CC(=O)Nc2cccnc2)cc1,-9,4,8,1,-10,2,0,14,-1,19,-5
Cc1ccccc1C(=O)Nc1ccnn1C1CCN(CCCc2ccccc2)CC1,6,-16,3,1,3,-10,19,5,2,6,0
CCn1c(SCC(=O)NCc2ccccc2)nc2nc3c(cc2c1=O)CCCC3,1,2,16,6,5,2,4,-15,3,1,-13
CCc1ccccc1NC(=O)C1c2ccccc2Oc2ccccc21,7,-3,5,8,4,-4,9,-28,1,3,9
COc1ccc(CCN(C(=O)/C=C/C(=O)O)C2CC(=O)N(c3ccccc3)C2=O)cc1 (centres undefined),-9,-4,5,3,-7,/,18,-15,-8,11,-13
CNc1ccc(Br)cc(C(=O)/C=C/c2ccc(OC)cc2)c1=O,-11,8,2,-20,10,6,4,24,-9,-16,4
Cc1ccccc1COc1ccc(/C=N/NC(=O)c2nnn(-c3nonc3N)c2CN2CCC(C)CC2)cc1,-19,16,-29,2,-14,-14,-23,1,-1,6,-3
NC(=S)c1ccc[n+]([O-])c1,-7,-5,-3,16,9,-2,-16,4,-15,3,-5
COCCCNC(=S)NNC(=O)c1cc(C2CC2)nc2ccccc12,0,-2,2,3,-8,-3,-16,1,-2,-20,/
COc1ccc(/C=N/Nc2ncc(Br)cn2)c(OC)c1,-14,-100,-66,-55,-46,-1,-28,25,-10,-65,-25
